MITF TRPM1 inh – inhibitors of MITF-dependent TRPM1 promoter reporter, primary screen, cell-based, SK-MEL-5, single point, luciferase. SK-MEL-5 TRPM1 promoter luciferase, 24 h. inhibition, % at 12.5 µM. 330,000 tested, 0.83% active. AID 488899, 2010;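 active means mean inhibition across replicates of 60% or more, whatever share of single replicates reaches that level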; further: values of inactives mirror those of a sister screen read the other way
NR2E3 ag-1 – inhibitors of NR2E3-RetCOR corepressor binding, primary screen, NR2E3 agonist project, biochemical, TR-FRET, GST-NR2E3, biotin-RetCOR; 1536-well; 320,000 tested, 0.12% active; AID 2300, 2010; inhibition of corepressor binding, % at 4.78 µM;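 active means percent inhibition above the cutoff of mean plus 3 SD of all tested compounds, set per screening campaign, cut at about 20% in these data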;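 further: 0% = DMSO wells and 100% = biotin wells as full block of FRET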
Target sequence (Q9Y5X4 whole entry, looked up): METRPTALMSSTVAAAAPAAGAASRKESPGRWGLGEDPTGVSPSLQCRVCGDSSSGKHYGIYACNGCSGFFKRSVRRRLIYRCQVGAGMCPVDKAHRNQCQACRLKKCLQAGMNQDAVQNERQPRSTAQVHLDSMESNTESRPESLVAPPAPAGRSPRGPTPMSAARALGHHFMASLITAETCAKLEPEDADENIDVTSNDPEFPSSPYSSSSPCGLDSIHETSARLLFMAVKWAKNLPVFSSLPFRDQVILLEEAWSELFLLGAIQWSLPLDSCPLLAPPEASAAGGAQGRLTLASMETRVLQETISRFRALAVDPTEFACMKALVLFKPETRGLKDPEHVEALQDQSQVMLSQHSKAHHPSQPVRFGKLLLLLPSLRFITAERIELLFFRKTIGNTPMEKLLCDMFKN
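System: GST-tagged NR2E3 plus biotinylated RetCOR corepressor; Buffer or medium: pH 7.5 Tris-based buffer; Probe or stimulus: RetCOR corepressor, biotinylated, 7 nM; Doses: compound at 4.8 µM, single dose; Schedule: 5 h incubation at 4 °C; Technique: time-resolved FRET; Evaluation: percent inhibition of TR-FRET ratio; Replication: one well per compound, singlicate testing.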
Peg3 promoter – Peg3 promoter-driven luciferase inhibitors, primary screen, cell-based, HeLa, luciferase luminescence; inhibition, % at 20 µM; HeLa PEG-Prom luciferase reporter, overnight; 360,000 tested, 1.7% active;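 active means inhibition of at least 50% at 20 µM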
iPSC survival up – enhancers of single-cell hiPSC survival, primary screen, ATPlite luminescence | 100% = ROCK inhibitor wells, 0% = DMSO | survival enhancement, % at 20 µM | 360,000 tested, 0.044% active | AID 602274, 2012; in the data active means survival enhancement above about 18%;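 further: cells exposed to compounds for 16 hours before the ATP read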
EBV LMP1 NFkB – EBV LMP1-driven NF-kappaB luciferase reporter inhibitors, primary screen, cell-based, luminescence, single point; LMP1-induced NF-kappaB luciferase reporter cells; inhibition, % at 12.5 µM; 350,000 tested, 0.69% active; AID 504558, 2011; in the data active means inhibition above about 41%;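 further: 0% = neutral control wells and 100% = reference inhibitor control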
C8 TRAIL sens – viability loss with TRAIL in NB7+C8 cells, primary screen, TRAIL sensitizer project, cell-based, ATPlite luminescence. inhibition (viability loss, TRAIL sensitization), % at 10 µM. 360,000 tested, 1% active. AID 624354, 2012;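 active means compounds causing at least 50% loss of cell viability in the single-dose screen, relative to plate controls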
KKLEB tox – cytotoxicity in KKLEB CF airway cells, primary screen, cytotoxicity control for CF NF-kB inhibitor project, cell-based, uHTS, fluorescence assay plates. KKLEB CF airway cells viability, ATPlite luminescence, overnight; hits give low values; cells stimulated with P. aeruginosa culture filtrate. activity change (cytotoxicity), % at 5 µM. 360,000 tested, 0.36% active. AID 602141, 2011;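 active means corrected activity change at or below -50% at 5 µM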
HIF-2a inh – HIF-2a reporter inhibitors, primary screen, luminescence, 786-0 RCC cells. AID 624352, 2012. 360,000 tested, 0.72% active. inhibition, % at 18.8 µM. 786-0 RCC cells HIF-2a reporter, luciferase luminescence, overnight;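 active means inhibition of the luminescence signal of 40% or more relative to plate controls, in a single-dose primary screen at 18.75 µM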
NR2E3 ag-2 – NR2E3 agonists in two-hybrid cells, primary screen, cell-based, luminescence, CHO-S, Gal4-NCOR/VP16-NR2E3. inhibition of corepressor binding, % at 3.98 µM. luciferase. 360,000 tested, 0.35% active. AID 602229, 2012;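 active means inhibition above the mean of all tested compounds plus 3 SD, cut at about 70% in these data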;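 further: 0% = DMSO with NR2E3 transfected cells and 100% = cells lacking NR2E3 construct; higher means lower luciferase signal from less NR2E3 corepressor binding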
Shn3 inh set2 – reduction of Shn3 3'UTR firefly luciferase signal, primary screen, Schnurri-3 inhibitor project, cell-based, Clone20 osteoblasts, set 2; Clone20 osteoblast Shn3 3'UTR firefly luciferase, 24 h; inhibition, % at 12.5 µM; 360,000 tested, 0.52% active; AID 588674, 2011;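 active means mean inhibition of at least 75% with every replicate also reaching 75%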;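 further: 0% = median of neutral control wells and 100% = pilot-screen positive control compound; some compounds past the cut are filed as inactive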
CF NFkB inh – inhibitors of PAF-induced NF-kB signaling, primary screen, cell-based, GFP fluorescence, uHTS | KKLEB NF-kB-GFP reporter, GFP fluorescence overnight | inhibition, % at 5 µM | 360,000 tested, 0.86% active | AID 588850, 2011;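 active means at least 50% inhibition at 5 µM, scaled per plate between neutral and stimulator controls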;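 further: PAF is a Pseudomonas aeruginosa culture filtrate used as stimulus; plate controls were PAF-stimulated DMSO wells for no effect and unstimulated DMSO wells for full effect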
Active calls of the source: *; / = no result given. Not all compounds are listed, so the mix of outcomes need not match the whole.

SMILES | MITF TRPM1 inh | NR2E3 ag-1 | Peg3 promoter | iPSC survival up | EBV LMP1 NFkB | C8 TRAIL sens | KKLEB tox | HIF-2a inh | NR2E3 ag-2 | Shn3 inh set2 | CF NFkB inh
CCCC(=O)N1CCCC1(C)C(=O)N(C)Cc1cccc2ccccc12 (stereo unspecified) | / | / | 26 | -1.2 | / | 8 | 8 | 26 | -11 | 15 | -27
O=C(Nc1ccccc1)NC(Cc1ccc(O)cc1)C(=O)O (stereo unspecified) | 3 | -1 | -8 | 0.4 | -7 | -11 | 8 | 8 | -1 | 5 | -2
O=C(CN1C(=O)C2C3C=CC(C3)C2C1=O)Nc1nncs1 (stereo unspecified) | 0 | -1 | 11 | -1.2 | -3 | -2 | 0 | 12 | 10 | 9 | 6
COc1cccc(/C=N\n2c(C)nnc2C)c1OC | 5 | 1 | -4 | 1.5 | 8 | 5 | -8 | 4 | -19 | 2 | 13
COc1ccc(-c2noc(CSc3nc4ccccc4c(=O)n3-c3ccccc3)n2)cc1OC | 7 | 1 | 20 | 2.3 | 4 | -5 | 2 | 18 | -9 | 29 | 5
CC(=O)c1ccc(NS(=O)(=O)c2cc3c(cc2C)N(C(C)=O)CCO3)cc1 | -13 | -1 | -2 | 0.0 | 0 | -3 | 7 | 7 | -3 | -17 | 0
COCCNC(=O)c1cc2sc3ccccc3c2s1 | -60 | 3 | -224 | -1.4 | -35 | -6 | 8 | -310 | -83 | -101 | -23
CCCCC1Cc2[nH]c(=S)[nH]c(=O)c2C(c2ccc(F)cc2)O1 (stereo unspecified) | / | / | -7 | 0.5 | / | -1 | 3 | 7 | 24 | 5 | 0
O=C(Nc1ccc(OC(F)F)cc1)c1cc(S(=O)(=O)N2CCOCC2)ccc1N1CCCC1 | -2 | / | 18 | -2.1 | -5 | 11 | 19 | 11 | 15 | 19 | -16
O=C(c1ccco1)N1CCCC(c2nc3c(nnn3Cc3ccc(Cl)cc3Cl)c(=O)[nH]2)C1 (stereo unspecified) | / | 0 | 18 | 0.7 | -16 | -20 | 7 | 20 | -4 | 4 | -4
O=C(Nc1ccc2sccc2c1)c1ccc(Cl)s1 | -48 | -1 | -393 | -1.4 | -72 | 18 | -8 | -267 | -169 | -29 | -15
COc1ccc(Br)cc1/C=N/NC(=O)c1cccc(S(=O)(=O)N2CCOCC2)c1 | -2 | 6 | 10 | -0.6 | 0 | -6 | -9 | 17 | -6 | 10 | 20
Cc1c(NC(=O)CN2CCN(c3ccccc3)CC2)c(=O)n(-c2ccccc2)n1C | -1 | 0 | 14 | 5.6 | -2 | 9 | 3 | 12 | -4 | -9 | -1
Cc1ccc(Nc2ncc3c(=O)[nH][nH]c(=O)c3n2)cc1 | 6 | / | 5 | 0.7 | -1 | -3 | 9 | 0 | 44 | 4 | -32
Nc1ccc(C(=O)N2CCCC2)cc1 | 15 | -6 | -3 | 4.2 | 5 | -3 | 0 | 3 | -1 | -23 | 1
Cc1c(NCc2ccncc2)cccc1C(=O)O | 13 | 3 | 10 | -0.7 | 1 | -9 | -1 | 10 | 3 | -16 | 0
CSc1nncn1/N=C/c1cc(Cl)ccc1F | 7 | -3 | -54 | -2.4 | 0 | 2 | 1 | -44 | -24 | 11 | -13
Cn1c(=O)n(CCO)c(=O)c2c1nc(Br)n2Cc1ccccc1 | 10 | / | 0 | 0.2 | 2 | -7 | 0 | 15 | 5 | 1 | -8
COc1cccc2[nH]c3ccccc3c(=O)c12 | -3 | 1 | -16 | 0.9 | 0 | 2 | -10 | -11 | -33 | 5 | -24
CC(NC(=O)c1ccncc1)C(C)(C)C (stereo unspecified) | 2 | -1 | 9 | 3.1 | -6 | -1 | 5 | 16 | -2 | -5 | 14
CCN(C(=O)COC(=O)c1ccccc1Nc1cccc(C)c1C)C1CCS(=O)(=O)C1 (stereo unspecified) | -5 | 1 | 4 | 5.1 | 6 | -3 | 3 | 17 | 6 | 6 | 9
CN(C)C(=O)CSc1ncnc2scc(-c3ccccc3)c12 | 6 | 1 | 13 | -1.0 | 5 | -5 | -5 | 13 | -7 | 6 | 9
COc1ccc(OCCOc2ccc(N(C)S(=O)(=O)c3ccccc3)cc2)cc1 | 0 | 5 | 7 | 1.0 | -1 | 3 | 11 | 4 | -15 | 8 | -2
CCCN(CC1CC1)c1nc(N)c2c(N)nc(OC)cc2c1C#N | 11 | 1 | 19 | 4.9 | 1 | 11 | -6 | 30 | -6 | 32 | -2
C/C(=N\NC(=O)c1c(Cl)cnn1C)c1cccc(NC(=O)C(C)C)c1 | -2 | -2 | -5 | 0.1 | -2 | 9 | -16 | -1 | 7 | 10 | 10
CCc1cc2ccccc2nc1SCC(=O)Nc1cc(OC)c(OC)cc1C(=O)O | 6 | 2 | 20 | 0.4 | -4 | 11 | 2 | 25 | -41 | -3 | 8
CCC(C)C(=O)Nc1cc(Cl)ccc1C(=O)O (stereo unspecified) | -1 | 2 | 6 | 0.0 | -6 | -8 | -5 | 12 | -13 | -15 | 3
COc1ccc(S(=O)(=O)Nc2cc(Cl)ccc2OC)cc1 | 26 | 1 | -25 | 1.4 | 2 | -10 | -15 | -72 | 5 | 2 | 28
CC(NS(=O)(=O)c1ccc(CCC(=O)N2CCN(C)CC2)cc1)c1ccccc1 (stereo unspecified) | 3 | -2 | 8 | 0.2 | -15 | -3 | -4 | 2 | -6 | 0 | 11
CCOC(=O)C1CCN(S(=O)(=O)c2ccc3c(c2)N(C(C)=O)CCO3)CC1 | 11 | 0 | -9 | -0.4 | 10 | -5 | -12 | 5 | -12 | 25 | 0
CN(C)C(=S)Nc1ccc(Br)cc1Cl | -7 | 4 | 4 | -0.2 | -7 | -9 | 13 | 5 | 22 | -2 | -12
O=C(CN(C(=O)CCC(=O)Nc1ccccn1)c1ccc(F)cc1)NCc1ccco1 | 5 | 0 | 20 | -0.5 | -9 | -14 | 0 | 12 | -3 | -14 | 3
O=S(=O)(NCCCO)c1ccc2c(c1)Cc1cc(S(=O)(=O)NCCCO)ccc1-2 | 1 | 4 | 15 | 2.8 | 0 | 0 | 10 | 7 | -4 | -4 | -4
CCCCCCOC(=O)Cc1c(C)nc(N)[nH]c1=O | -4 | 1 | 4 | 0.0 | -3 | -14 | -2 | 12 | -4 | -6 | 16
O=C(O)CCC(NS(=O)(=O)c1ccc(N2CCCC2=O)cc1)C(=O)O (stereo unspecified) | 4 | 2 | 5 | 2.4 | 2 | 21 | -11 | 7 | -26 | 7 | 16
CCOc1ccc(Nc2nc3ccccc3n2C)cc1 | -98 | -4 | -303 | 0.1 | -29 | 25 | 5 | -357 | -87 | 46 | -5
O=C(Nc1ccc2nc([C@@H]3O[C@H](CO)[C@@H](O)[C@H](O)[C@H]3O)[nH]c2c1)NC(c1ccccc1)c1ccccc1 | / | / | -20 | 4.5 | / | -13 | -5 | -21 | -29 | -19 | 2
Cn1c2c(c(=O)n(C)c1=O)CN(Cc1ccccc1)CN2 | / | / | -5 | -0.8 | / | -9 | 10 | 13 | -1 | 1 | -8
Cc1ccc(C(=O)N2CCCCC2C(=O)O)cc1S(=O)(=O)N1CCCCC1 (stereo unspecified) | -5 | / | -3 | 5.2 | 1 | -8 | -23 | 16 | 17 | -21 | 1
COc1ccc(CCNC(=O)C2CCC(=O)N2Cc2ccccc2Cl)cc1OC (stereo unspecified) | / | 3 | 10 | -0.2 | 12 | -29 | 4 | 16 | -20 | -7 | -22

Filtered by structure, the entries above containing fluorine (4)
SMILES | MITF TRPM1 inh | NR2E3 ag-1 | Peg3 promoter | iPSC survival up | EBV LMP1 NFkB | C8 TRAIL sens | KKLEB tox | HIF-2a inh | NR2E3 ag-2 | Shn3 inh set2 | CF NFkB inh
CCCCC1Cc2[nH]c(=S)[nH]c(=O)c2C(c2ccc(F)cc2)O1 (stereo unspecified) | / | / | -7 | 0.5 | / | -1 | 3 | 7 | 24 | 5 | 0
O=C(Nc1ccc(OC(F)F)cc1)c1cc(S(=O)(=O)N2CCOCC2)ccc1N1CCCC1 | -2 | / | 18 | -2.1 | -5 | 11 | 19 | 11 | 15 | 19 | -16
CSc1nncn1/N=C/c1cc(Cl)ccc1F | 7 | -3 | -54 | -2.4 | 0 | 2 | 1 | -44 | -24 | 11 | -13
O=C(CN(C(=O)CCC(=O)Nc1ccccn1)c1ccc(F)cc1)NCc1ccco1 | 5 | 0 | 20 | -0.5 | -9 | -14 | 0 | 12 | -3 | -14 | 3

(cont.)
SMILES | MITF TRPM1 inh | NR2E3 ag-1 | Peg3 promoter | iPSC survival up | EBV LMP1 NFkB | C8 TRAIL sens | KKLEB tox | HIF-2a inh | NR2E3 ag-2 | Shn3 inh set2 | CF NFkB inh
Cc1occc1C(=O)NNC(=O)C(c1ccccc1)c1ccccc1 | 2 | -1 | -2 | -0.7 | 3 | -4 | 4 | 18 | -2 | 20 | 18
Cn1[nH]cc(C=NC(N)=O)c1=O | -1 | / | 8 | 3.4 | 5 | 12 | -3 | 11 | 0 | -1 | 2
Cc1ccccc1OC(C)C(=O)N1CCC(Cc2ccccc2)CC1 (stereo unspecified) | 2 | 3 | 25 | 0.2 | 2 | -2 | -11 | 9 | 8 | 13 | 27
CCCNC(=O)C1(C)CCN(Cc2noc(-c3ccccc3OC)n2)C1 (stereo unspecified) | / | / | 4 | -1.1 | / | 1 | 12 | -8 | 15 | -11 | -30
COc1ccc(CNC(=O)c2cccc(S(=O)(=O)N3CCCCC3)c2)cc1OC | 12 | 3 | -3 | 1.5 | 21 | 12 | 10 | -5 | 55 | 69 | -29
COc1ccc(-c2ccc(CCC(=O)O)o2)cc1 | -21 | 0 | -92 | 1.9 | -7 | 2 | 5 | -54 | -25 | -63 | -9
O=C(COC(=O)c1cccc2ccccc12)Nc1ncc(C(F)(F)F)cc1Cl | 1 | 1 | 1 | -1.9 | 9 | 4 | 6 | 0 | 7 | 0 | 22
O=C1C[C@@H]2CCN3C(=O)CCC[C@@H]([C@H]23)[C@@H]1Cc1ccccc1 | -6 | / | -5 | 1.0 | -1 | 8 | 6 | 5 | -25 | 8 | -21
O=C(Nc1ccccc1)c1cc(C2CCCCN2C(=O)c2cccs2)on1 (stereo unspecified) | / | / | -5 | 0.8 | / | 10 | -21 | -17 | -24 | 14 | 24
COc1cccc(NC(=O)c2ccc(NC(=O)C(C)(C)C)cc2)c1 | -74 | -2 | -244 | -1.0 | -19 | 16 | 3 | -172 | -66 | -61 | 14

Assay outcomes: PubChem BioAssay, several laboratories
